NIH3T3 tox – NIH 3T3 cell cytotoxicity. NIH 3T3 viability, CellTiter-Glo ATP luminescence, 48-72 h. Potency, µM (top dose mostly 96.7 µM), for the others: at the top dose activity change, negative = cytotoxicity, hits mostly inhibitors. actives 4.3% (n = 94,000). AID 1345082; also: potency is read from the fitted curve at half-maximal effect; nearly all actives have a fitted effect of over 55% in size
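First NIH 3T3 cells are plated at 400 cells/well; next compound is pinned in; then plates incubate 48 or 72 hr at 37 °C; finally CellTiter-Glo is added and luminescence read after 10 min.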
HEK cytotox – kills HEK 293 cells; HEK 293 viability, ATP luminescence (CellTiter-Glo), 48-72 h; Potency, µM (series often up to 115 µM), for the others: top-dose activity change, negative = cytotoxicity, most hits filed as inhibitors; actives 6.6% (n = 94,000); AID 1345083; also: potency is read from the fitted curve at half-maximal effect; nearly all actives have a fitted effect of over 60% in size
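Viability of HEK 293 cells, plated at 250 cells/well, was judged by cellular ATP after compound treatment for 48 or 72 hr. Luminescence was imaged 10 min after CellTiter-Glo addition at room temperature.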
SNCA expr inhib – reduces expression of the alpha-synuclein gene | Potency, µM (top dose mostly 57.2 µM), for the others: at the top dose activity change, negative = inhibition, actives largely listed as inhibitors | actives 0.17% (n = 140,000) | HEK-293 SNCA-luciferase knock-in, luminescence, 24 h;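 also: potency is read from the fitted curve at half-maximal effect; plate controls were DMSO cells for no effect and cell-free wells for full effect; nearly all actives have a fitted effect of over 45% in size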
Luciferase inh – Photinus pyralis luciferase inhibition; P08659; Potency, µM (doses to about 115 µM), inactives show top-dose activity change, negative = inhibition, most hits filed as inhibitors; purified P. pyralis luciferase, luminescence, biochemical; actives 2.5% (n = 76,000); AID 1347043; also: potency is read from the fitted curve at half-maximal effect; nearly all actives have a fitted effect of over 65% in size
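Luminescence read by CCD imager after adding enzyme (10nM final) to wells holding compound, titrated in qHTS. Substrates 10uM each D-luciferin and ATP; buffer 50mM Tris acetate pH 7.5, 10mM Mg acetate, Tween-20, BSA.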
SNCA viab count – reduces viability of HEK-293 SNCA reporter cells; HEK-293-SNCA-luc viability, GF-AFC fluorescence, 24 h; Potency, µM (titrated, usually from 57.1 µM), without a hit: top-dose activity change, negative = cytotoxicity, hits mostly cytotoxic; actives 0.12% (n = 150,000); AID 1671193;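 also: potency is read from the fitted curve at half-maximal effect; 0% = DMSO-treated cells and -100% = medium-only wells without cells; nearly all actives have a fitted effect of over 30% in size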
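Cytotoxicity counterscreen: after 24 h compound treatment of genome-edited SNCA-luciferase HEK-293 cells, live-cell protease substrate GF-AFC read by fluorescence after 30 min; activity scaled between DMSO (0%) and medium-only (-100%), curves Hill-fitted.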
GPT2 inhibitor – GPT2 alanine aminotransferase inhibition. Recombinant GPT2, coupled pyruvate oxidase/HRP Amplex Red fluorescence. Potency, µM (highest dose often 57.7 µM), for inactives: at the highest dose activity change, negative = inhibition, actives largely listed as inhibitors. actives 0.25% (n = 100,000). AID 1671188; also: potency is read from the fitted curve at half-maximal effect; nearly all actives have a fitted effect of over 60% in size; many of its hits are not listed in these tables
Target sequence (Q8TD30 whole entry, looked up): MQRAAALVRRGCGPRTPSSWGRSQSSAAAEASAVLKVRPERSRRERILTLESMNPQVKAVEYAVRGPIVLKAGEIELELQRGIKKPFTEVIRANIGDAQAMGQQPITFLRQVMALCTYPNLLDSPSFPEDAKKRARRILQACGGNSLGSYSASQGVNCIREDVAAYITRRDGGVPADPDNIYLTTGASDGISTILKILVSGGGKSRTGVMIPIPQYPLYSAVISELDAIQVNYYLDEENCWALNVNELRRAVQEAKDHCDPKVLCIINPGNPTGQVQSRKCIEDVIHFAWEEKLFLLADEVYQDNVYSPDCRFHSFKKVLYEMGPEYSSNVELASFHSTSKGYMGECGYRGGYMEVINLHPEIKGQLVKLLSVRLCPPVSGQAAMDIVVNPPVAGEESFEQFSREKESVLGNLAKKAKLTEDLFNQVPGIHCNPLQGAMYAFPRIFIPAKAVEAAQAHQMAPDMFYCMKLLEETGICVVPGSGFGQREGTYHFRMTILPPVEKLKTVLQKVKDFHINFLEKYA
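Fluorescence of coupled pyruvate oxidase/HRP/Amplex Red system (50uM Amplex, 30 min, dark) reports pyruvate formed by GPT2. Enzyme reaction: 10ng/uL GPT2, 2mM L-alanine, 250uM a-KG, 30 min room temperature, pH 7.5; 50uM AOA control.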
IP6K1 inhibitor – inhibitors of human IP6K1; activity change, % (series mostly up to about 58 µM); Q92551; actives 0.81% (n = 140,000); IP6K1 kinase, ADP-Glo luminescence, 2 h; active compounds read low; AID 1645851; in the data active = activity change below about -25%
Target sequence (Q92551 whole entry, looked up): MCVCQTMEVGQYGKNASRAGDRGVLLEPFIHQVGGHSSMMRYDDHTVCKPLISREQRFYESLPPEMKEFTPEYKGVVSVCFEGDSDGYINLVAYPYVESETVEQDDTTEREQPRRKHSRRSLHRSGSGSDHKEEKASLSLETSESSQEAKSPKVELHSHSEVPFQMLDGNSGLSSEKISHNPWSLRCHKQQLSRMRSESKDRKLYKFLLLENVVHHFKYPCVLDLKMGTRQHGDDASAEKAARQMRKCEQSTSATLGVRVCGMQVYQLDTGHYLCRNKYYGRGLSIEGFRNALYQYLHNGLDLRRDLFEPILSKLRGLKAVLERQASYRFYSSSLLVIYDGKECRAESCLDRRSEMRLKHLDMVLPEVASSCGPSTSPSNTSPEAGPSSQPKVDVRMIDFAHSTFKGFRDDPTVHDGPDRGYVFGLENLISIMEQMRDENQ
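ADP-Glo luminescence measures ADP made by human IP6K1 during a 2 h RT reaction with ATP/IP6 (mix at 1.3 mM/130 uM); top library doses 57.5 and 19.1 uM final.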
The depositor's hits bear a star; i = inactive; ? = inconclusive; · = no result given; & = joins results of further samples; [ ] = dose if it differs, or a comment. Unless noted, calls follow the shape of the dose curve; as a rule, active = well fitted curve in the direction sought with a large enough effect; inconclusive = small, poorly fitted or top-dose-only effect, or another doubt; inactive = no such curve, though single readings can be large; an effect the other way counts as inactive or inconclusive. Unless noted, % is scaled to controls: 0 for no effect and ±100 for the full control effect. Not all compounds are listed, so the mix of outcomes need not match the whole.

SMILES | NIH3T3 tox | HEK cytotox | SNCA expr inhib | Luciferase inh | SNCA viab count | GPT2 inhibitor | IP6K1 inhibitor
O=C(CSc1oc(-c2ccc(F)cc2)nc1S(=O)(=O)c1ccccc1)c1ccc(Cl)cc1 | · | · | ? | · | -16% | · | -16
CN(C)S(=O)(=O)c1ccc2c(c1)c(=O)c(C(=O)N1CCN(c3cccc(Cl)c3)CC1)cn2C | · | · | -3% | · | 4% | · | -14
COCCNC(=O)c1nc(-c2cccc(C(F)(F)F)c2)c2ccccn12 | ? | ? | 7% | -9% | 11% | -28% | 8
O=C1NCCCCCCN(C(=O)c2ccoc2)[C@H]2C[C@H](c3nc(-c4cccnc4)no3)C[C@@H]12 | ? | -28% | 25% | 0% | -6% | -5% | 0
Cc1csc2nc(COc3ccc(NC(=O)C(C)C)cc3)cc(=O)n12 | · | · | 86%[activator] | · | 9% | · | -2
COCCNC(=O)[C@H]1C[C@H](Oc2ccccc2)CN1C(C)=O | -30% | -1% | -7% | 0% | 2% | -19% | 8
O=C(NCC(F)(F)F)c1nc2sccn2c1-c1cccnc1 | ? | -10%[172 µM] | 4%[87.6 µM] | · | 12%[87.6 µM] | -2%[88.5 µM] | 10
COc1ccc(-c2nc3cc(NC(=O)COc4ccc(C)c(C)c4)ccc3o2)cc1 | · | · | 48% | · | -12% | · | 7
COc1cccc(OC)c1CN1CC(O)CN([S+](=O)([O-])c2ccc(F)cc2)CC1=O (centres undefined) | -17% | ? | · | · | · | · | 0
Cc1nn(C)c(C)c1C(=O)N[C@@H]1CN(c2ncccn2)C[C@H]1CO | -9% | -9% | -1% | 0% | -10% | 0% | 0
Cc1cc(C)c(Cn2c(=O)n(Cc3ccccc3)c(=O)c3c(C)c(C)sc32)c(C)c1 | · | · | 8% | · | -10% | · | 23
Cc1ccccc1CN1C[C@@H]2C[C@H]1C(=O)N(C)c1ccccc1O2 | -10%[138 µM] | -18%[172 µM] | 5%[87.6 µM] | 1%[172 µM] | 3%[87.6 µM] | -12%[88.5 µM] | 2
CC(=O)Nc1cccc(-c2csc(CN3CCCC(C)(NC(C)=O)C3)c2)c1 (centres undefined) | -14%[138 µM] | ? | 30%[87.6 µM] | -19%[172 µM] | -1%[87.6 µM] | i | 12
CCOc1ccc(C(=O)c2cn(CC(=O)Nc3ccc(Cl)cc3)c3cc4c(cc3c2=O)OCO4)cc1 | · | · | -7% | · | 3% | · | -4
O=C1C(N2CCN(S(=O)(=O)Cc3ccc(Cl)cc3)CC2)CCN1Cc1cccnc1 (centres undefined) | -11% | ? | 14% | 2% | 17% | i | 15
COCCCNC(=O)C1CCN(C(=O)c2cnn(-c3ccccc3)c2-n2cccc2)CC1 | · | · | 26% | · | 6% | · | -20
CCn1c(=O)c2sccc2n2c(CCCC(=O)Nc3ccc(C)cc3)nnc12 | · | · | ? | · | 2% | · | 26
C=C1C(=O)OC2C3=C(C)C(=O)CC3C(C)CC(O)C12 (centres undefined) | · | · | · | · | -22% | 0% | -1
O=C(NCc1cccc(Cl)c1)c1cc2c(s1)-c1ccccc1OC2 | · | · | -9% | · | 13% | · | -26*
O=C(Cn1ncc2c3ccccc3n(Cc3ccccc3)c2c1=O)NCCCN1CCCCC1 | · | · | 27% | · | -10% | · | 16
Cc1ccccc1CN1Cc2nc(-c3ccccc3)ccc2OCC1=O | ? | 89µM* | -25%[87.6 µM] | -20%[172 µM] | -20%[87.6 µM] | -23%[88.5 µM] | -10
CCn1cc(C(=O)O)c(=O)c2cc3c(cc21)OCO3 | · | · | 29% | · | -1% | ? | 2
Cc1ccc(C(=O)NC2CCN(Cc3cccc(-c4ccc(F)c(F)c4)c3)CC2)cc1 | 35µM* | ? | ? | · | -11% | i | -4
CS(=O)(=O)N[C@@H]1[C@@H](NC(=O)c2cn3ccsc3n2)[C@H]2CCO[C@H]21 | 1% | 2% | 11% | 2% | -7% | -6% | -9
O=C(Nc1ccc([C@@H](O)[C@H]2COCC(=O)N2Cc2ccc(C(F)(F)F)cc2)cc1)C1CCCC1 | ? | ? | 18% | -18% | -1% | 2% | 11
SMILES | NIH3T3 tox | HEK cytotox | SNCA expr inhib | Luciferase inh | SNCA viab count | GPT2 inhibitor | IP6K1 inhibitor
O=C([C@@H]1C[C@H](F)CN1C(=O)c1cccc(C(F)(F)F)c1)N1CCCCC1 | -4% | -1% | -8% | -2% | 2% | i | 10
O=C1NCCCCCN(C(=O)C2CCC2)[C@@H]2C[C@@H](C(=O)N3CCc4ccccc4C3)C[C@H]12 | -8% | ? | 7% | -13% | -3% | 2% | 9
Cc1ccc(C(=O)N2CCc3cc(CNC(=O)CCc4ccccc4)ccc32)cc1 | · | · | 52%[activator] | · | -16% | · | 5
O=C(c1ccc2c(c1)N(Cc1ccccc1F)C(=O)c1ccccc1S2=O)N1CCOCC1 (centres undefined) | · | · | 1% | · | 10% | · | -5
Cc1ncsc1C1N(C2CCN(C(=O)C3CCC3)CC2)C(=O)C12CCCC2 (centres undefined) | ? | -1% | -17% | 0% | 0%[12.5 µM] | -10% | -9
COc1ccc(CNC(=O)c2cc3cc(S(=O)(=O)N4CCCCC4)ccc3n2C)c(OC)c1 | · | · | 2% | · | 2% | · | 11
CCn1cc(C(=O)O)c(=O)c2cnc(N3CCCC3)nc21 | · | · | -6%[3.86 µM] | · | 32%[5.56 µM] | -3%[11.5 µM] | -2
CC(C)N1CC(C(=O)NCc2ccccc2Cl)NC1=O (centres undefined) | -23%[138 µM] | -1%[172 µM] | 6%[87.6 µM] | · | -6%[12.5 µM] | -2%[88.5 µM] | 9
COCCn1c(Cn2nc3n(c2=O)CCCCC3)nnc1C1CC(N)C1 (centres undefined) | -3% | -1% | ? | 8% | -4% | -20% | 3
COc1cc(C)c(Sc2cnc(NC(=O)c3ccc(CNC(C)C(C)(C)C)cc3)s2)cc1C(=O)N1CCN(C(C)=O)CC1 (centres undefined) | · | · | ? | · | ? | i | ·
CCc1nc(-c2c3n(c(=O)n(CC(=O)Nc4ccc(C)c(F)c4)c2=O)CCCC3)no1 | -21% | -5% | -22% | 0% | 2% | i | -3
CS(=O)(=O)N(CC(=O)Nc1ccc(Br)cc1)c1ccccc1Br | · | · | -18% | · | ? | · | 28
c1ccc2c(c1)OCC(CCNc1ncncn1)O2 (centres undefined) | -25% | i | 0% | 5% | 4% | -5%[11.5 µM] | -14
CCOC(=O)/C(C#N)=C/c1ccc(-c2ccccc2)o1 | · | · | 30% | · | 6% | · | -11
O=C(NCc1ccc2c(c1)CCN2C(=O)c1ccccc1)c1cc2ccccc2[nH]1 | · | · | 5% | · | 11% | · | -7
COc1ccc(-c2cnc3n[nH]c(-c4ccccc4C)c3n2)cn1 | ? | 32µM* | ? | -3%[172 µM] | -15%[87.6 µM] | i | 7
CC(C)NCC(O)c1ccc2ccccc2c1 (centres undefined) | · | · | -11%[25.6 µM] | · | -3%[23.9 µM] | i | 7
COc1cccc(CNC(=O)c2cccn2-c2nnc(N3CCCC3)s2)c1 | · | · | 2% | · | -22% | · | 17
Cc1cc(C)n(Cc2ccc(C(=O)N3CC[C@@H](n4c(=O)n(C)c5cccnc54)C3)o2)n1 | ? | -15% | 3% | · | -10% | i | -9
CC(O)CCn1ccc2[nH]c(=O)c(C#N)cc2c1=O (centres undefined) | i | -3% | 4% | 2% | 14% | i | -17
CCOc1ccc(OCC)c(NC(=O)c2c(C)nn(-c3ccccc3)c2-n2cccc2)c1 | · | · | -9% | · | 6% | · | -4
COC(=O)c1ccc(NC(=O)c2c(NCc3ccc(C)o3)sc3c2CCCC3)cc1 | · | · | 23% | · | -14% | · | -20
Cc1c(C(=O)N(C)C)sc2c1c(=O)n(-c1ccc(Cl)c(Cl)c1)c(=O)n2CC(=O)Nc1cccc(C(F)(F)F)c1 | · | · | -2% | · | 6% | · | 26
Cc1ccc(-n2nc(C(=O)N3CCN(c4ccccc4F)CC3)c(=O)n(C)c2=O)cc1 | · | · | -5% | · | 4% | · | 6
CCOC(=O)c1c(-c2ccc(C)cc2)csc1NC(=O)c1cc(=O)c2cc(C)cc(C)c2o1 | · | · | 4% | · | ? | · | 16
SMILES | NIH3T3 tox | HEK cytotox | SNCA expr inhib | Luciferase inh | SNCA viab count | GPT2 inhibitor | IP6K1 inhibitor
CCN(CC)c1ccc2cc(-c3nc(-c4ccccc4F)no3)c(=O)oc2c1 | · | · | 242%[activator] | · | 17% | · | 13
O=C1CC(c2ccccc2)N(C(=O)CNS(=O)(=O)c2cccc3cccnc23)CCCCCN1 (centres undefined) | -18% | -20% | ? | 5% | -29% | -1% | 8
COc1cc(NC(=O)CSc2nc(-c3ccccc3)no2)cc(OC)c1 | · | · | ? | · | 1% | · | 1
O=C(NC1CCCC1)N1CCC2(C1)C(=O)N(CCc1ccccc1)c1ccccc12 (centres undefined) | ? | ? | ? | 8%&-2% | 6%&-17% | ? | -3&16
COc1cccc(CN2C[C@@H](F)[C@@H](OCc3nc4ncccc4[nH]3)C2)c1 | ? | ? | -7%[87.6 µM] | -15%[172 µM] | -4%[87.6 µM] | i | -2
Cc1cc(O)c(C(c2ccccc2)N2CCN(c3ccccc3)CC2)c(=O)n1Cc1ccco1 (centres undefined) | · | · | ? | · | -8% | · | -10
Cc1nc(C)c(CN2CCOC[C@H](Oc3ccc(S(C)(=O)=O)cc3)C2)s1 | ? | ? | 2%[87.6 µM] | -13%[172 µM] | -7%[87.6 µM] | i | 5
CC(=O)Nc1ccc(C2(C(=O)N3CCN(c4ccccc4)CC3)CCCCC2)cc1 | ? | ? | 4% | 18% | -9% | i | 8
COc1ccc(-c2cc(C(=O)Nc3c(C(=O)c4ccc(C)cc4)oc4ccccc34)no2)cc1 | · | · | -1% | · | ? | · | 36
Cc1ccc(N2CCN(C(=O)[C@@]34CCCC[C@H]3N(C)C(=O)CC4)CC2)cc1 | 5% | i | 21% | 5% | -2% | 5% | -5
Cc1cccc(NC(=O)Cn2c(N3CCN(c4ccccc4)CC3)nc(C)cc2=O)c1 | ? | ? | -14% | 2% | 3% | -4% | 0
CC(C)c1noc([C@@H]2C[C@H](NS(=O)(=O)Cc3ccccc3)CN2C)n1 | i | i | 11%[87.6 µM] | -15%[172 µM] | -14%[87.6 µM] | i | 1
CCOc1ccccc1NC(=O)N1CCCC(Cn2c(C3CC3)nc3cccnc32)C1 (centres undefined) | ? | -28% | 14% | -8% | -8% | -5% | -6

Compound profiles (already shown). Order of screens: NIH3T3 tox	HEK cytotox	SNCA expr inhib	Luciferase inh	SNCA viab count	GPT2 inhibitor	IP6K1 inhibitor
Entry for `CCN(CC)c1ccc2cc(-c3nc(-c4ccccc4F)no3)c(=O)oc2c1` = ·	·	242%[activator]	·	17%	·	13
Entry for `CC(C)c1noc([C@@H]2C[C@H](NS(=O)(=O)Cc3ccccc3)CN2C)n1` = i	i	11%[87.6 µM]	-15%[172 µM]	-14%[87.6 µM]	i	1

Screening results: PubChem, National Center for Advancing Translational Sciences (NCATS)
